Vif-APOBEC3G blk = blocks the Vif interaction with human APOBEC3G. Q9HC16. HeLa A3G-eYFP + Vif (tagged APOBEC3G with the HIV-1 protein that degrades it), YFP fluorescence, overnight. Potency, µM (top dose mostly 46.1 µM), for inactives: top-dose activity, negative = active, usual class: inhibitors. 410,000 compounds, 0.076% hits. AID 602310;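 note: potency is the fitted concentration of half-maximal effect; % is set by controls: 0 for no effect and ±100 for the full control effect; nearly all actives have a fitted effect of over 60% in size; hits raise eYFP signal because A3G escapes Vif-driven loss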
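HeLa cells stably expressing Vif and C-terminally eYFP-tagged A3G, seeded overnight at 37 deg C, then exposed to compound by pintool overnight at 37 deg C. Rise in yellow fluorescence (Ex 488/Em 500-530, Acumen) marks blocked Vif-driven A3G degradation.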
D1 agonist = human D1 receptor agonism. activation, % at 2 µM. 360,000 compounds, 1% hits. AID 504660. HEK293 T-REx D1 cells, calcium flux, agonist mode. P21728; in the data active = activation above about 30%; note: 0% is about no effect
Target sequence (P21728 whole entry, looked up): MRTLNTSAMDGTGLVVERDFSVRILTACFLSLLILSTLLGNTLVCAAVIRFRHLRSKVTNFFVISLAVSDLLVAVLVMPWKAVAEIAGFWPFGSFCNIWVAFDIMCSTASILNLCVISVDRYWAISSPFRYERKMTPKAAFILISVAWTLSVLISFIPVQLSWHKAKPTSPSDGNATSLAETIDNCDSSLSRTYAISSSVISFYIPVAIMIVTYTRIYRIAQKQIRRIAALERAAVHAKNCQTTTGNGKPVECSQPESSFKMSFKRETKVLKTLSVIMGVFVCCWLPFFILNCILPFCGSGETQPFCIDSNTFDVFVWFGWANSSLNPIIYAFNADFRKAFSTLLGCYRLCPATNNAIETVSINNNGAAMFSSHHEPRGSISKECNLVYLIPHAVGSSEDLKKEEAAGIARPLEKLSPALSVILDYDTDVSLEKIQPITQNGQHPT
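Tetracycline-induced HEK293 TREx D1 cells, force-coupled to calcium signalling, were dye-loaded with a no-wash calcium kit. Compound was pin-added after a 10 s baseline. Fluorescence was read kinetically at 1 cycle/s for 180 s, with calcium rises flagged as agonism.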
RXFP1 antag = blocks the human relaxin receptor RXFP1; Q9HBX9; 350,000 compounds, 0.59% hits; HEK293-RXFP1, relaxin-stimulated cAMP HTRF, 30 min; hits give low values; activity change, negative = inhibition, % at 57.5 µM;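 active = activity change of -60% or lower, but not beyond a set lower limit; inconclusive = change between -60% and -40%, or beyond the set limit; inactive = change above -40%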; note: % is set by controls: 0 for no effect and ±100 for the full control effect
D2 potentiator = D2 dopamine receptor (human) potentiation; potentiation, % at 10 µM; HEK293 T-REx D2, calcium flux, EC20 dopamine potentiation; 340,000 compounds, 0.34% hits; P14416;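 active = potentiation over 3 SD above the plate norm, cut at about 30% in these data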; note: 0% is about no effect
Target sequence (P14416 whole entry, looked up): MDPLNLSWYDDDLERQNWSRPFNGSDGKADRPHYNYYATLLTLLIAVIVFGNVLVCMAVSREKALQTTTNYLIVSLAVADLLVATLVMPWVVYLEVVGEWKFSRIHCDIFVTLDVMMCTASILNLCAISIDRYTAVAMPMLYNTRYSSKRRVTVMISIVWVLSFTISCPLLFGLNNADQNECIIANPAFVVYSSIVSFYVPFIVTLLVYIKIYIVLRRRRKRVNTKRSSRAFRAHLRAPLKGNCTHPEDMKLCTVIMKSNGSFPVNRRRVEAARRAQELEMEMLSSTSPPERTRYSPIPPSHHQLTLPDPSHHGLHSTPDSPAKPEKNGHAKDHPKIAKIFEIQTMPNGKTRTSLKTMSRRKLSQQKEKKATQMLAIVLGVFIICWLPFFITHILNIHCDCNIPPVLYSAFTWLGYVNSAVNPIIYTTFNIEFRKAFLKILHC
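Potentiation of an EC20 dopamine calcium response measured kinetically over 180 s, after a preceding 180 s compound-only read flagging agonists. Cells: inducible Hek293 Trex D2 line, 4000/well, cultured overnight at 30 C before dye loading.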
D1 potentiator = human D1 dopamine receptor positive modulation. P21728. potentiation, % at 10 µM. HEK293 TREx D1 cells, calcium flux, dopamine EC20 potentiation. AID 504651. 360,000 compounds, 0.036% hits; in the data active = potentiation above about 30%; note: 0% is about no effect
RXFP1 agonist = activates the human relaxin receptor RXFP1; HEK293T-RXFP1 cAMP TR-FRET, 30 min; response scale: percent of porcine relaxin response, buffer zero; 370,000 compounds, 0.3% hits; Q9HBX9; AID 2676; Potency, µM (titrated, usually from 57.5 µM), for inactives: top-dose activation, usual class: activators; note: potency is the fitted concentration of half-maximal effect; % is set by controls: 0 for no effect and ±100 for the full control effect; nearly all actives have a fitted effect of over 60% in size; many of its hits are not listed in these tables
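cAMP rise read by TR-FRET after 30 min, 37C compound exposure (up to 58 uM) in RXFP1-transfected HEK293 cells with Ro 20174 present. EC50 from Hill-equation fits, with 29 nM porcine relaxin as 100% and buffer as basal.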
Glioma ERSR ind = induces the endoplasmic reticulum stress response in human glioma cells. AID 602332. 420,000 compounds, 0.02% hits. Potency, µM, for the others: at the top dose activation, usual class: activators. U87-MG GRP78 promoter luciferase reporter, 16 h; note: potency is the fitted concentration of half-maximal effect; series mostly up to about 76 µM; % of control where 0% means no effect; nearly all actives have a fitted effect of over 35% in size
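ERSR induction read as luciferase luminescence (Bright-Glo, 10 min at room temperature) in stably transfected human U87-MG glioma cells exposed to compounds for 16 h, using GRP78 as sensor.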
D1 antagonist = antagonists of human D1 dopamine receptor | P21728 | HEK293 TREx D1 cells, calcium flux, dopamine EC80; hits give low values | activity change, negative = inhibition, % at 10 µM | 360,000 compounds, 3.2% hits; in the data active = activity change below about -30%; note: % is set by controls: 0 for no effect and ±100 for the full control effect
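Tetracycline-induced HEK293 T-REx cells with force-coupled D1 receptor were loaded with a no-wash calcium dye. Compound was added after a 10 s baseline and read kinetically for 180 s; EC80 dopamine was then added and calcium flux followed another 180 s.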
Vif-APOBEC3F blk = Vif-A3F binding inhibition | Potency, µM (highest dose often 46.1 µM), inactives show top-dose activity, negative = active | HeLa A3F-eYFP + Vif (tagged APOBEC3F with the HIV-1 protein that degrades it), YFP fluorescence increase | AID 602313 | 390,000 compounds, 0.2% hits; note: potency is the fitted concentration of half-maximal effect; % of control where 0% means no effect; nearly all actives have a fitted effect of over 65% in size
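Fluorescence increase (Ex 488/Em 500-530) after overnight compound treatment at 37 deg C flags inhibition of Vif-driven A3F-eYFP loss in stable HeLa A3F-eYFP/Vif cells seeded overnight beforehand.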
Starred values were filed as active, the others as inactive; ? = inconclusive; . = not tested or not shown; & = joins results of further samples. Unless noted, calls come from the whole dose curve; as a rule, active = well fitted curve in the direction sought with a large enough effect; inconclusive = small, poorly fitted or top-dose-only effect, or another doubt; inactive = no such curve, though single readings can be large; an effect the other way counts as inactive or inconclusive.

SMILES | Vif-APOBEC3G blk | D1 agonist | RXFP1 antag | D2 potentiator | D1 potentiator | RXFP1 agonist | Glioma ERSR ind | D1 antagonist | Vif-APOBEC3F blk
CCOc1ccc(-n2c(SCC(=O)NCc3ccco3)nc3c(c2=O)SCC3)cc1 | 0% | 0 | -6 | 4 | -3 | 1.6% | -6% | -1 | 5%
Cc1nccn1CCC1CCCCN1C(=O)CCc1nnc(-c2ccsc2)o1 (stereo not drawn) | -1% | 2 | -7 | 6 | 2 | 2.1% | -3% | -2 | -5%
CC1(c2ccc([N+](=O)[O-])cc2)CC(C)(C)N(C(=O)c2ccccc2)c2ccccc21 (stereo not drawn) | . | 0 | . | -2 | 0 | 2.1% | . | -7 | .
CC(Sc1nnc(Cc2ccc([N+](=O)[O-])cc2)o1)C(N)=O (stereo not drawn) | 0% | 1 | -5 | 1 | -2 | 1.3% | -1% | -6 | -14%
COc1ccccc1Oc1nc(-c2ccccc2)cc(C)c1S(C)(=O)=O | -9% | 3 | -17 | 6 | -2 | 3.1% | -9% | 21 | 1%
C[C@@H]1CCC(=O)N(C[C@@H](C)CSc2ccc(Br)cc2)CC1 | 6%&-7% | -1 | . | 11 | -1 | 0.1% | -3%&-2% | -51* | 4%
Cc1cccn2cc(COc3cccc([N+](=O)[O-])c3)nc12 | 13% | 0 | 9 | -11 | -7 | 2.9% | 0% | -3 | 3%
Cc1[nH]n(-c2ccccc2)c(=O)c1C(C[N+](=O)[O-])c1ccc(Br)cc1 (stereo not drawn) | -16% | 4 | -31 | 4 | -7 | -1.1% | -9% | -9 | -21%
Cc1ccc(-c2cc(=O)[nH]c3ccccc23)cc1 | 0% | . | -5 | . | . | . | -1% | . | 1%
COc1ccc(CCNC(=O)Cn2nnc(C(=O)Nc3ccc(Br)cc3)c2N)cc1OC | 1% | 2 | 2 | 56* | 0 | -0.4% | 2% | -19 | -7%
Cc1cc(NC(=O)COc2ccc(N(C)S(=O)(=O)c3ccccc3)cc2)no1 | 0% | 6 | -8 | -6 | -5 | -1.0% | -5% | -1 | 2%
Cc1ccc(N(C(=O)c2csnn2)C(C(=O)NC(C)(C)C)c2cccnc2)cc1C (stereo not drawn) | 3% | 1 | 3 | 2 | -3 | 0.0% | 1% | 4 | 0%
CCn1c2ccccc2c2cc([N+](=O)[O-])ccc21 | -2% | 2 | -17 | 5 | 2 | -0.4% | -2% | -7 | -29%
CCCCN1C(=O)C(CC(=O)NCc2cccs2)CC(C(=O)N2CCOCC2)=C1C (stereo not drawn) | 1% | . | -9 | . | . | . | -6% | . | 2%
O=C(CSc1nc2ccccc2[nH]1)N1c2ccccc2Sc2ccccc21 | -6% | 1 | . | -5 | 0 | 2.1% | -1% | -14 | 2%
O=C(COc1ccc2c(-c3ccccc3)cc(=O)oc2c1)NCC(O)c1ccccc1 (stereo not drawn) | -7% | 0 | . | 0 | -3 | 0.0% | -4% | -7 | -1%
O=C(NC1c2ccccc2-c2ccccc21)c1ccco1 | 1% | 0 | -4 | 10 | -10 | 0.0% | -3% | 10 | 5%
Cc1cc(C)cc(NC(=O)C(NCC2CCCO2)c2ccccc2)c1 (stereo not drawn) | -3% | 7 | -6 | . | -6 | -0.5% | -2% | 3 | 4%
N#Cc1cc2cc3c(cc2nc1SCC(=O)OC1CCCCC1)OCO3 | 0% | 9 | 11 | -1 | 6 | 17% | -2% | -32* | 6%
COc1ccc(C(C)=O)cc1COC(=O)CCNS(=O)(=O)c1ccc(C(C)=O)cc1 | -7% | 2 | -1 | -3 | -1 | -1.6% | -4% | 0 | 2%
COc1ccc(-n2c(SCCC(C)C)nc3sc4c(c3c2=O)CC(C(C)C)OC4)cc1 (stereo not drawn) | -4% | 3 | . | 14 | -2 | 0.3% | -3% | -9 | 8%
COc1ccc(C(=O)C2CCCN(C(=O)c3cc(C4CC4)[nH]n3)C2)c(C)c1 (stereo not drawn) | 0% | 9 | 1 | -4 | -10 | 0.4% | -2% | -10 | -17%
CCOC(=O)N1CCN(C(=O)CNCc2cccs2)CC1 | -8% | . | 0 | . | . | -0.4% | 0% | . | .
CC(C(=O)NCc1ccccc1Cl)n1cc([N+](=O)[O-])cn1 (stereo not drawn) | 3% | 7 | 0 | 6 | 0 | -0.9% | -3% | 16 | 0%

Of the compounds above, these contain two or more sulfur atoms:
SMILES | Vif-APOBEC3G blk | D1 agonist | RXFP1 antag | D2 potentiator | D1 potentiator | RXFP1 agonist | Glioma ERSR ind | D1 antagonist | Vif-APOBEC3F blk
CCOc1ccc(-n2c(SCC(=O)NCc3ccco3)nc3c(c2=O)SCC3)cc1 | 0% | 0 | -6 | 4 | -3 | 1.6% | -6% | -1 | 5%
O=C(CSc1nc2ccccc2[nH]1)N1c2ccccc2Sc2ccccc21 | -6% | 1 | . | -5 | 0 | 2.1% | -1% | -14 | 2%
COc1ccc(-n2c(SCCC(C)C)nc3sc4c(c3c2=O)CC(C(C)C)OC4)cc1 (stereo not drawn) | -4% | 3 | . | 14 | -2 | 0.3% | -3% | -9 | 8%

Later entries.
SMILES | Vif-APOBEC3G blk | D1 agonist | RXFP1 antag | D2 potentiator | D1 potentiator | RXFP1 agonist | Glioma ERSR ind | D1 antagonist | Vif-APOBEC3F blk
O=c1c(C(c2nnnn2C2CCCCC2)N2CCCCC2)coc2ccc(Cl)cc12 (stereo not drawn) | 5% | 0 | 5 | -3 | -1 | 1.5% | 1% | -9 | -10%
CC(=O)Nc1ccc(OC/C=C(\C)Cl)cc1 | 2% | 3 | 2 | 9 | -6 | -1.2% | 4% | -3 | -3%
CC(C)(O)C#Cc1ccc(C(=O)NC2CCCCC2)s1 | -3% | 0 | -6 | -1 | 0 | -1.3% | 5% | -11 | 7%
O=C(COc1ccc(S(=O)(=O)NCCc2ccccc2)cc1)N1CCCC1 | -1% | 3 | -1 | -4 | -2 | -1.7% | -4% | -5 | 5%
Brc1ccc(CSc2nccn2-c2ccccc2)cc1 | -9% | . | -23 | . | . | -0.2% | 7% | . | -17%
CCOC(=O)c1c(CN2CCOCC2)n(-c2ccccc2)c2cc(Br)c(O)c(CN(C)C)c12 | 1% | 1 | -14 | 11 | -2 | -1.1% | -5% | -11 | .
CC(=O)C1=C(c2ccc(Cl)c(Cl)c2)N(C(C)=O)n2c(C)nnc2S1 | -13% | 2 | -84* | 17 | 0 | 5.1% | ? | . | -2%
Cc1nc2ccccc2n1CC(=O)OCC(=O)Nc1ccc2c(c1)OCCO2 | 4% | 6 | 9 | -6 | -4 | -0.7% | -5% | 6 | -9%
CCN(CC)c1ccc(NC(=O)c2sc3nc(-c4ccccc4)cn3c2C)cc1 | 3% | 4 | -4 | -6 | -3 | -0.3% | 0% | -11 | 6%
Cn1c(-c2ccc([N+](=O)[O-])cc2)nc2ccccc21 | -2% | 1 | 12 | -5 | -12 | ? | 4% | -18 | -10%
O=S(=O)(C(=CNc1ccccc1)S(=O)(=O)c1ccccc1)c1ccccc1 | 2% | 10 | 2 | . | -7 | 0.0% | -1% | -22 | 3%
Cc1ccc(C2CC(=O)Nc3c2c(C)nn3-c2nc(C)cc(C)n2)c(C)c1 (stereo not drawn) | 6% | -1 | 2 | 11 | 1 | 0.9% | -2% | 7 | -6%
COc1cccc(/C=C/c2onc(C)c2S(=O)(=O)N2CCC(C(=O)N3CCCCC3)CC2)c1 | 1% | 6 | 0 | . | -6 | -0.4% | 0% | 1 | 6%
CC1(C)CC(=O)C=C(NCCN2CCN(C(=O)Nc3ccc(Cl)cc3)CC2)C1 | 0% | 2 | -2 | 4 | -2 | 1.0% | -2% | -14 | -3%
O=C(Nc1ccccc1Oc1ccsc1C(=O)O)c1ccccc1 | 0% | 4 | 1 | 12 | 1 | 1.2% | 0% | -8 | -2%
CCCCN1C(=O)C2Cc3c([nH]c4ccccc34)CN2C1=S (stereo not drawn) | 8.9µM* | 16 | -38 | 9 | 1 | 3.0% | 2% | -33* | .
COc1ccc(CCNC(=O)c2cc(=O)c3cc(C)c(C)cc3o2)cc1OC | -4% | 8 | -2 | -3 | -3 | 0.5% | -2% | -1 | 0%
CCOC(=O)c1c(C)oc2nc(C)nc(NCc3ccccc3Cl)c12 | 0% | 1 | -4 | 4 | 0 | ? | -1% | 1 | -2%
O=C(CN1CCCCC1)Nc1ccc(S(=O)(=O)N2CCCCCC2)cc1 | 2% | 6 | 11 | -5 | -1 | 1.3% | -2% | -12 | -2%
CCn1c(-c2ccc[nH]c2=O)nc2ccccc21 | -7% | 1 | -5 | -5 | -7 | 11% | 1% | 5 | 5%
Cc1ccc(-n2c(-c3ccco3)nc3c(cnn3-c3ccc(C)cc3)c2=O)cc1 | 1%&0% | 0&2 | . | -6&-11 | 7&-1 | 3.0%&1.0% | 1%&-4% | -6&-7 | -2%&2%
O=C1C(Cl)=C(NC2CCCCC2)C(=O)N1c1ccc(Cl)cc1 | -1% | 6 | 29 | -7 | -3 | 5.7% | 3% | -10 | 2%
COc1ccc2nc(SCC(=O)NC(C)c3ccccc3)[nH]c2c1 (stereo not drawn) | 0% | 2 | -2 | -5 | -3 | 0.1% | -2% | 5 | 7%
OC(CNCc1ccc(F)cc1)(c1ccc(F)cc1)c1ccc(F)cc1 | -5% | 9 | ? | -2 | 5 | -0.9% | -3% | 3 | ?
O=C(O)c1cccc(NCc2cccnc2)c1 | -4% | 5 | 3 | -12 | 2 | 2.5% | 1% | 0 | 2%
CCOc1ccc2cc(C(=O)c3ccccc3)c(=O)oc2c1 | -4% | 1 | 1 | -4 | 5 | 5.6% | 6% | -5 | -9%
COc1ccc(OC)c(Nc2nc(N)c([N+](=O)[O-])c(NCc3ccccc3)n2)c1 | 0% | 4 | -13 | -3 | 0 | -3.5% | -1% | -2 | 5%
O=C(C[C@@H]1NS(=O)(=O)OC2CCCCC21)c1ccccc1 (stereo partly drawn) | 2% | 1 | . | 2 | -5 | -1.9% | -4% | 8 | 6%
Cc1nn(C)c(C)c1S(=O)(=O)N1CCC(C(=O)Nc2ccc3c(c2)OCCO3)CC1 | 0% | 2 | 3 | . | . | 0.2% | -6% | 10 | -8%
CCOC(=O)c1sc(NC(=O)CN2C(=O)NC3(CCC(C)CC3)C2=O)c(C(=O)OCC)c1C (stereo not drawn) | -2% | 1 | 8 | 5 | 3 | 18% | -3% | 5 | -4%

Source: PubChem BioAssay (National Center for Advancing Translational Sciences (NCATS))

A portion of the library; rates above refer to the full screens.
